Screening data as filed in PubChem.
KDM5B inhibitor: inhibitors of human KDM5B histone demethylase; Q9UGL1; Potency, µM (top dose mostly 57.7 µM), for inactives: at the top dose activity change, negative = inhibition, usual class: inhibitors; KDM5B demethylase, FDH-coupled NADH fluorescence (FDH is formaldehyde dehydrogenase); 220,000 tested, 2.6% active; active = well fitted inhibition curve with a large enough effect; inconclusive = small, poorly fitted or top-dose-only effect; inactive = no such curve, though single readings can be large or run the other way; note: 0% is about no effect; nearly all actives have a fitted effect of over 70% in size
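KDM5BΔAP (200 nM final) in 50 mM HEPES pH 7.5, 0.01% Tween-20 was preincubated 10 min at RT with compound over a concentration range. Substrate mix (H3K4me3 12.5 µM, α-KG 25 µM, Fe²⁺, ascorbate, NAD⁺, FDH) was added, and NADH fluorescence change over 30 min gave dose-response curves.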
* marks the source's active call; other numbers are inactive results; ? = inconclusive; [ ] = another dose, or the depositor's remark. Potency is the fitted concentration of half-maximal effect. Only part of the results is shown, so the mix of outcomes need not match the whole.

1: CCOc1ccc(S(=O)(=O)N2CCN(C(=O)[C@H](C)NC(N)=O)CC2)cc1
  KDM5B inhibitor = 24%
2: C=CCNC(=O)CCc1c(CC)nn(-c2ccc(OC)cc2)c1Oc1ccccc1F
  KDM5B inhibitor = 14%
3: CN1CCCCCCN(C(=O)c2cnccn2)[C@H]2CCC[C@H]2C1=O
  KDM5B inhibitor = -20%
4: Cc1ccc(CNC(=O)c2cc(C)nc3c2c(C)nn3-c2ccc(C)cc2)cc1
  KDM5B inhibitor = 2%
5: Nc1ncnc2nc(SCC(=O)Nc3cccc(C(F)(F)F)c3)[nH]c12
  KDM5B inhibitor = 22%
6: COCCNc1ccc(N2C(=O)CCCC2=O)cc1[N+](=O)[O-]
  KDM5B inhibitor = 29%
7: COc1cc(Cl)c(C)cc1NC(=O)CN1C(=O)C(c2ccccc2)=NC12CCCC2
  KDM5B inhibitor = -16%
8: COc1ccc(NC(=O)C2CC(=O)N(c3n[nH]c4cc(Br)ccc34)C2)cc1 (stereo not given)
  KDM5B inhibitor = ?
9: COCCNC(=O)CSc1nnc2[nH]c(=O)cc(C)n12
  KDM5B inhibitor = -27%
10: CCCc1c(C(=O)NNc2cc(C(F)(F)F)ccc2Cl)cnn1-c1ccccc1
  KDM5B inhibitor = 33%

11: CCOCCNc1ncnc2c1CN(C1CCCNCC1)C(=O)CN2C (stereo not given)
  KDM5B inhibitor = ?
12: COc1ccc(N(C(=O)CNC(C)=O)C2(C(=O)Nc3c(C)cccc3C)CCCCC2)cc1
  KDM5B inhibitor = 13%
13: Nc1c(C(=O)N2CCOCC2)sc2nc3c(cc12)CCCC3
  KDM5B inhibitor = -4%
14: COCCn1c(C)cnc1CCNC(=O)NCc1ccc(C)cc1
  KDM5B inhibitor = 16%
15: CC(C)Cn1cnc2c1c(=O)n(CC(=O)NC(C)CCc1ccccc1)c(=O)n2Cc1ccccc1 (stereo not given)
  KDM5B inhibitor = 3%
16: Cn1c(CC(=O)Nc2cccc(C(F)(F)F)c2)nnc1SCC(=O)c1ccc(C#N)cc1
  KDM5B inhibitor = 14%
17: COc1cccc(C(=O)N2CCOC[C@H](OC)C2)c1
  KDM5B inhibitor = -4%[115 µM]
18: CCCNC(=O)c1cc(=O)[nH]c2ccc(S(=O)(=O)N(CC)CC)cc12
  KDM5B inhibitor = 18%
19: COc1ccccc1CNc1nc2ccccc2nc1NS(=O)(=O)c1cc(C)ccc1C
  KDM5B inhibitor = ?
20: COc1cccc(CCC(=O)Nc2ccc(-c3nnc4n3CCCC4)cc2)c1
  KDM5B inhibitor = -8%

21: Cc1cc(C)cc(NC(=O)CCCc2nc(-c3ccccc3Cl)no2)c1
  KDM5B inhibitor = -7%
22: CCc1ccc(NC(=O)OCC(C)C)cc1
  KDM5B inhibitor = -2%
23: CCC1CCCCN1C(=O)CSc1nc2c([nH]c3ccccc32)c(=O)n1-c1ccc(OC)cc1 (stereo not given)
  KDM5B inhibitor = -7%
24: CCC1c2ccsc2CCN1C(=O)/C=C/c1ccccc1 (stereo not given)
  KDM5B inhibitor = -4%
25: Cc1cc(=O)oc2c(C)c(OCc3nc(-c4ccc(Cl)cc4)no3)ccc12
  KDM5B inhibitor = ?
26: Cc1c(C(=O)N2C[C@@H](C)[C@](O)(C3CCC3)C2)n(C)c2c(C)cccc12
  KDM5B inhibitor = 11%
27: CC1(C)CC(=O)C2=C(C1)Nc1nonc1NC2c1ccccc1F (stereo not given)
  KDM5B inhibitor = 12%
28: C#CCNC(=O)CC[C@H]1CNC(=O)[C@@H]2[C@@H](CCN2Cc2ccc(C)cc2)N1C
  KDM5B inhibitor = -12%[86.2 µM]
29: CN(Cc1ccc(F)cc1)C(=O)c1ccccc1
  KDM5B inhibitor = -8%[86.2 µM]
30: COc1ccccc1NC(=O)c1cc2c(n1C)CCN(Cc1ccc(F)cc1)C2
  KDM5B inhibitor = -16%

31: O=C(NC1CCN(Cc2ccc(F)c(F)c2)CC1)c1ccc2nccn2c1
  KDM5B inhibitor = 28µM*
32: CCc1ccc(NC(=O)Cn2ccn(-c3cccc(Cl)c3)c(=O)c2=O)cc1
  KDM5B inhibitor = ?
33: COc1ccc(-c2noc(-c3cccn3CC(=O)NCc3ccc(F)cc3)n2)cc1F
  KDM5B inhibitor = -2%
34: C[C@@H]1C(=O)O[C@H]2[C@H]1CC[C@@]1(C)Cc3sc(NS(=O)(=O)c4ccc5c(c4)CN(C(=O)C(F)(F)F)CC5)nc3[C@@H](C)[C@H]21
  KDM5B inhibitor = 13%
35: CCCN(Cc1ccc(OCC)c(OCC)c1)C(=O)c1cc2ccccc2oc1=O
  KDM5B inhibitor = 8%
36: C/C=C/C=C/C(=O)N1C[C@H](C)N(C)C[C@H]1C
  KDM5B inhibitor = -13%
37: COc1ccc(-c2nc(CS(=O)CC(=O)NCC(OC)OC)c(C)o2)cc1 (stereo not given)
  KDM5B inhibitor = -18%
38: CC(Oc1ccc(Cl)cc1Cl)C(=O)NCCc1cccs1 (stereo not given)
  KDM5B inhibitor = 12%
39: O=C(Cc1ccc(F)c(F)c1F)N[C@@H]1CCNC[C@H]1O
  KDM5B inhibitor = -6%
40: COc1ccccc1OCC(=O)N1CCN(S(=O)(=O)c2ccc3c(c2)OCCO3)CC1
  KDM5B inhibitor = 17%

Seven entries from above, arranged by formula weight, rising:
29: CN(Cc1ccc(F)cc1)C(=O)c1ccccc1
  KDM5B inhibitor = -8%[86.2 µM]
26: Cc1c(C(=O)N2C[C@@H](C)[C@](O)(C3CCC3)C2)n(C)c2c(C)cccc12
  KDM5B inhibitor = 11%
5: Nc1ncnc2nc(SCC(=O)Nc3cccc(C(F)(F)F)c3)[nH]c12
  KDM5B inhibitor = 22%
31: O=C(NC1CCN(Cc2ccc(F)c(F)c2)CC1)c1ccc2nccn2c1
  KDM5B inhibitor = 28µM*
28: C#CCNC(=O)CC[C@H]1CNC(=O)[C@@H]2[C@@H](CCN2Cc2ccc(C)cc2)N1C
  KDM5B inhibitor = -12%[86.2 µM]
1: CCOc1ccc(S(=O)(=O)N2CCN(C(=O)[C@H](C)NC(N)=O)CC2)cc1
  KDM5B inhibitor = 24%
7: COc1cc(Cl)c(C)cc1NC(=O)CN1C(=O)C(c2ccccc2)=NC12CCCC2
  KDM5B inhibitor = -16%

Remaining list, next part
41: CN(C)Cc1nnc(C2CCN(C(=O)c3cn4cccnc4n3)CC2)n1C
  KDM5B inhibitor = ?
42: Cc1ccc(C)c(N(C)C(=O)c2cn(C)c(=O)c3ccccc23)c1
  KDM5B inhibitor = -73%
43: Cc1ccc(C)c(C(=O)N2CC(c3nnc(-c4ccncc4)o3)C3(CCOCC3)C2)c1 (stereo not given)
  KDM5B inhibitor = -12%
44: O=C(c1c(F)cccc1F)N(CC1CCOC1)C1CC1 (stereo not given)
  KDM5B inhibitor = -6%
45: CC(=O)c1cc(Cl)cc(Cl)c1OCC(=O)N1CCN(C(=O)c2ccco2)CC1
  KDM5B inhibitor = -14%
46: CCN(CC)C(=O)C(=O)N/N=C(\C)CCc1ccccc1
  KDM5B inhibitor = 47%[activator]
47: CNS(=O)(=O)Cc1cccc(CNC(=O)c2cccc(F)c2)c1
  KDM5B inhibitor = 11%
48: Cc1cccc(C(C)C)c1NC(=O)c1ccc2c(c1)CCCN2S(C)(=O)=O
  KDM5B inhibitor = 9%
49: COCC(=O)N[C@H]1C[C@@H](Cc2cc(-c3ccccc3)on2)C1(C)C
  KDM5B inhibitor = 29%[86.2 µM]
50: Cc1nn(CC(=O)NC2CCC(C)CC2)c(=O)c2c1sc1ccccc12 (stereo not given)
  KDM5B inhibitor = -6%

51: COc1ccccc1NC(=O)Nc1nnc(CC(=O)Nc2ccccc2C)s1
  KDM5B inhibitor = 10%
52: Cc1ccc2cc(NC(=O)c3cccc(F)c3)ccc2n1
  KDM5B inhibitor = -6%
53: Cc1csc(NC(=O)c2nc3c(o2)CCN(Cc2ccc4[nH]ccc4c2)CC3)n1
  KDM5B inhibitor = -10%[86.2 µM]
54: Cc1sc(NC(=O)c2cccc(C#N)c2)c(C#N)c1C
  KDM5B inhibitor = -29%
55: COc1ccc(-c2nnc([C@H]3CCN(Cc4ccc(C(=O)O)cc4)C3)o2)cc1
  KDM5B inhibitor = ?
56: CCc1ccc(C(=O)N2CCc3[nH]nc(C(=O)N(C)C)c3C2)cc1
  KDM5B inhibitor = -9%
57: Cc1ccccc1C(=O)NC1CCCC(C)C1 (stereo not given)
  KDM5B inhibitor = 7%
58: COc1ccc(CCNC(=O)c2ccc3c(c2)nc2n3CCOC2)cc1OC
  KDM5B inhibitor = 4%
59: COCC(=O)NC[C@H]1CCN(Cc2ccccc2)C[C@H]1N(C)C
  KDM5B inhibitor = -34%
60: N#Cc1c(SCC(=O)NCc2ccccc2)nc2c(c1C(F)(F)F)CCCC2
  KDM5B inhibitor = -4%

61: O=C(c1ccco1)N1CCC(c2noc(COCC3CC3)n2)CC1
  KDM5B inhibitor = -9%
62: CCOc1ccc(NC(=O)c2c(NC(=O)c3ccncc3)sc3c2CCC(C(C)(C)C)C3)cc1 (stereo not given)
  KDM5B inhibitor = -24%[11.5 µM]
63: O=C(Cn1c2ncccc2c(=O)n1-c1ccccc1)NCc1ccccc1
  KDM5B inhibitor = ?
64: COc1cccc(NC(=O)CN(C)CC(=O)Nc2ccc(C)cc2)c1
  KDM5B inhibitor = ?
65: COc1ccc(OC)c(C2C(C#N)=C(N)Oc3cc(O)ccc32)c1 (stereo not given)
  KDM5B inhibitor = 9%
66: Cc1ccc(/C(O)=C2\C(=O)C(=O)N(CCCO)C2c2ccc(Br)cc2)cc1 (stereo not given)
  KDM5B inhibitor = -1%
67: C#CCNC(=O)C[C@@H]1C[C@@H](C(C)C)[C@H](CO)C=C1C
  KDM5B inhibitor = -24%[115 µM]
68: COc1cc(-c2nc(CN3CCSCC3)c(C)o2)ccc1F
  KDM5B inhibitor = -28%
69: CCOc1ccc(NS(=O)(=O)c2ccc(C(=O)N3CCCCC3)cc2)cc1
  KDM5B inhibitor = 30%
70: N#C/C(=C/c1ccc(I)o1)c1nc2ccccc2[nH]1
  KDM5B inhibitor = -20%

71: COc1ccc(CN(C(=O)c2ccco2)c2ccc(CC(=O)NCc3ccccc3)cc2)cc1
  KDM5B inhibitor = -20%
72: Cc1nonc1CN1CCN(C(C(=O)O)c2c[nH]c3cc(F)ccc23)CC1 (stereo not given)
  KDM5B inhibitor = 54%[activator]
73: O=C(Nc1ccccc1)N1CCc2nc(C3CC3)nc(-c3ccc(Cl)cc3)c2C1
  KDM5B inhibitor = -20%
74: O=C(O)C[C@@H]1CCN(C(=O)c2ccccc2)C[C@@H]1CCN1CCN(c2cccc(C(F)(F)F)c2)CC1
  KDM5B inhibitor = -22%
75: Cc1ccc2oc(C(=O)Nc3nonc3-c3ccc4c(c3)CCCC4)cc(=O)c2c1
  KDM5B inhibitor = -11%
76: O=C(C(=O)N1CCc2[nH]nc(-c3ccccc3F)c2C1)c1ccco1
  KDM5B inhibitor = -1%
77: Cn1cnnc1CC1CCCN(C(=O)NC2CCCC2)C1 (stereo not given)
  KDM5B inhibitor = -8%
78: C=Cc1ccc(Cn2c(SCC(=O)N3CCN(c4ccc(F)cc4)CC3)nc3ccccc32)cc1
  KDM5B inhibitor = -8%
79: O=C(Nc1ncc(Cc2ccccc2Cl)s1)c1ccc2c(c1)CC(c1ccccc1)OC2=O (stereo not given)
  KDM5B inhibitor = -8%
80: CCOC(=O)c1c(C)[nH]c(C)c1S(=O)(=O)N1CCCC(C(=O)Nc2ccc(F)cc2F)C1 (stereo not given)
  KDM5B inhibitor = -11%

81: CCc1noc(-c2cn(C3CCCN(C(=O)c4ccc(C(C)(C)C)cc4)C3)nn2)n1 (stereo not given)
  KDM5B inhibitor = 23%
82: C=CCNC(=O)COc1ncnc2ccc(Br)cc12
  KDM5B inhibitor = 10%
83: C[C@@]1(NC(=O)Cc2ccccc2)OC[C@H]2CC[C@@H](C(=O)NC(c3ccccc3)c3ccccc3)N2C1=O
  KDM5B inhibitor = 27%
84: CC(C)(C)NC(=O)CN(Cc1ccc2c(c1)OCO2)C(=O)CNS(=O)(=O)c1ccccc1
  KDM5B inhibitor = 2%
85: Cc1cccc(NC(=O)CN2CCN(C(=O)CCNS(=O)(=O)c3ccc(F)cc3)CC2)c1C
  KDM5B inhibitor = -2%
86: CC(C)Oc1ccc(CNC(=O)c2cc(-c3ccncc3)cn2C)cc1
  KDM5B inhibitor = -6%
87: CCN1CCN(C(=O)c2ccc3c(c2)N(Cc2ccccc2F)C(=O)c2ccccc2S3(=O)=O)CC1
  KDM5B inhibitor = -2%
88: COc1ccc2[nH]c(C(=O)Nc3ccc(F)cc3Br)cc2c1
  KDM5B inhibitor = ?
89: CCS(=O)(=O)c1nc(S(=O)(=O)c2ccc(C)cc2)c(NC(C)C)s1
  KDM5B inhibitor = ?
90: CCOC(=O)C1=CN(CC(=O)Nc2c(C)cccc2C)S(=O)(=O)N=C1C
  KDM5B inhibitor = -4%

91: COc1cccc(CNC(=O)c2cc(S(=O)(=O)N3CCCCC3)c[nH]2)c1
  KDM5B inhibitor = 5%
92: O=[S+]([O-])(c1ccc(Cl)cc1)c1nnn2c1nc(NCc1ccncc1)c1ccccc12
  KDM5B inhibitor = 89µM*
93: COc1ccc(CCC(=O)NCc2ccc3c(c2)CCN3C(=O)c2ccc(Cl)cc2)cc1
  KDM5B inhibitor = -19%
94: O=C(O)CCCc1c(-c2ccccn2)[nH]c2ccccc12
  KDM5B inhibitor = -2%
95: COc1cc(NC(=O)Cn2c(N3CCN(c4ccccc4)CC3)nc(C)cc2=O)cc(OC)c1
  KDM5B inhibitor = 6%

Copied from the list:
In KDM5B inhibitor, O=C(Cc1ccc(F)c(F)c1F)N[C@@H]1CCNC[C@H]1O shows -6%
In KDM5B inhibitor, CNS(=O)(=O)Cc1cccc(CNC(=O)c2cccc(F)c2)c1 shows 11%
